Source: PubChem
tim10-1 inh: tim10-1 yeast growth inhibition. S. cerevisiae tim10-1 ts strain growth, BacTiter-Glo, 24 h. inhibition, % at 20 µM. 2.2% of 330,000 active;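 active = inhibition of at least 40%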;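 also: mutant grown at 25 °C; 0% = DMSO wells with yeast and 100% = wells holding no yeast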
hIAP activ: human IAP activation; P09923; purified human IAP, CDP-Star luminescence, 30 min; stronger effect = higher value; 1 = vehicle-only enzyme, 0 = enzyme-free background; activation factor at 10 µM; 0.16% of 330,000 active;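 active = activation factor of the enzyme at least 2-fold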; also: the source names both 10 and 20 µM as test concentration; values of inactives mirror those of a sister screen read the other way
Target sequence (P09923 whole entry, looked up): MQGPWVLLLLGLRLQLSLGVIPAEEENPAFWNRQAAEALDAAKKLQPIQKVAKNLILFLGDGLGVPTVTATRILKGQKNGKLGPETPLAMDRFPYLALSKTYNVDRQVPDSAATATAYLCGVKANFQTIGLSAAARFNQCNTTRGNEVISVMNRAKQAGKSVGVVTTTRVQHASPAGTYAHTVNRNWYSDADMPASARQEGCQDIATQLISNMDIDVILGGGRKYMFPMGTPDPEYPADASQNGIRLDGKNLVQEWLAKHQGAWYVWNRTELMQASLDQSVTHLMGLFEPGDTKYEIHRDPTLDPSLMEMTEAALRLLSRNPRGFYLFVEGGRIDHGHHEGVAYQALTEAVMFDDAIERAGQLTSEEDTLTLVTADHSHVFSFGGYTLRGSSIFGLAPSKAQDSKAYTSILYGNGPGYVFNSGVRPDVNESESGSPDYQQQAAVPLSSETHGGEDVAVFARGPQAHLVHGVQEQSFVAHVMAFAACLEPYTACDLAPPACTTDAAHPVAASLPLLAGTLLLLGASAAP
mIAP block: blocks mouse intestinal alkaline phosphatase; purified mouse IAP, CDP-Star luminescence, 30 min; inhibition, % at 10 µM; 0.2% of 330,000 active; AID 2806;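 active = inhibition of at least 40% at 10 µM in the primary screen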;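 also: plate controls were DMSO with enzyme for no effect and no enzyme wells for full effect; values of inactives mirror those of a sister screen read the other way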
Apaf1 inhib: inhibitors of human Apaf-1 apoptosome; reconstituted apoptosome caspase-3 activity, DEVD-Rh110 fluorescence; O14727; inhibition, % at 20 µM; AID 489030; 0.71% of 330,000 active; active = inhibition of at least 40% at 20 µM;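 also: plate controls were DMSO wells for no effect and DEVD-CHO caspase inhibitor wells for full effect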
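detection = Rh110 fluorescence intensity | test system = biochemical Apaf-1 apoptosome reconstitution | also added = cytochrome c and DEVD-Rh110 substrate | schedule = 30 min plus 50 min, RT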
NALP3 yeast inh: blocks the NALP3 inflammasome reconstituted in yeast | AID 2825 | 0.39% of 330,000 active | inhibition, % at 10 µM | Yeast reconstituted NLRP3/ASC/caspase-1, beta-gal luminescence, 24 h;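 active = inhibition of 50% or more; inactive = inhibition below 50%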;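 also: plate controls were induced DMSO wells for no effect and uninduced yeast grown without galactose for full effect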
mIAP act: mouse IAP activation; 0.24% of 330,000 active; muIAP, CDP-Star luminescence, 30 min; stronger effect = higher value; 1 = vehicle-only enzyme signal, 0 = enzyme-free wells; activation factor at 10 µM; AID 2805;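 active = activation factor of at least 2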; also: the source names both 10 and 20 µM as test concentration; values of inactives mirror those of a sister screen read the other way
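Assay system: mouse IAP enzyme; reagent: chemiluminescent substrate CDP-Star; dosing: test compounds delivered from DMSO solution; schedule: 30 min at room temperature; measured by: luminescence from enzymatic CDP-Star hydrolysis; controls: DMSO-only wells and no-enzyme negative control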
ATG4B inh: inhibitors of human ATG4B cysteine protease; Q9Y4P1; ATG4B cleavage of LC3-PLA2, NBD-HPC fluorescence, 1 h; inhibition, % at 8.33 µM; 0.51% of 340,000 active; AID 504462; in the data active = inhibition above about 40%
Target sequence (Q9Y4P1 whole entry, looked up): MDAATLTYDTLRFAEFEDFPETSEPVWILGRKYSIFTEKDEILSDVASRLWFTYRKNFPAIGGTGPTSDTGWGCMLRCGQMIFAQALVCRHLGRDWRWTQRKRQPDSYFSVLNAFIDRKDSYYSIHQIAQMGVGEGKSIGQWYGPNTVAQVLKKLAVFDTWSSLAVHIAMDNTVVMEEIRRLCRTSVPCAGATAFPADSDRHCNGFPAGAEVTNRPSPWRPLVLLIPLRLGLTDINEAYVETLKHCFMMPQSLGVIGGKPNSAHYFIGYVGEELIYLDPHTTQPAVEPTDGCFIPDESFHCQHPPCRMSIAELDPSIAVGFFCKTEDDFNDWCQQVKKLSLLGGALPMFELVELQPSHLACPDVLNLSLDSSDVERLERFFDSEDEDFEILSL
TIM10 inh: growth inhibitors of TIM10 yeast strain; S. cerevisiae TIM10 strain growth, BacTiter-Glo luminescence, 24 h; inhibition, % at 10 µM; 1.4% of 330,000 active;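 active = inhibition of 40% or more at the single tested concentration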;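 also: wild-type TIM10 isogenic control strain grown at permissive 25 °C; 0% = DMSO yeast wells and 100% = minimal medium wells without yeast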
hIAP inh: human IAP inhibition | P09923 | purified IAP, CDP-Star luminescence, 30 min | inhibition, % at 10 µM | 0.12% of 330,000 active | AID 2544;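 active = inhibition reaching a set limit with compound at 10 µM in the primary screen, cut at about 35% in these data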;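 also: plate controls were DMSO wells with enzyme for no effect and no-enzyme buffer wells for full effect; values of inactives mirror those of a sister screen read the other way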
Numbers without * were called inactive; & = joins results of further samples.

SMILES	tim10-1 inh	hIAP activ	mIAP block	Apaf1 inhib	NALP3 yeast inh	mIAP act	ATG4B inh	TIM10 inh	hIAP inh
O=C(CCCOc1ccccc1)N1CCN(S(=O)(=O)c2ccc(Cl)cc2)CC1	25	0.9	2	23	12	0.98	-5	19	10
Cc1cccc2c(=O)c(-c3ccc(Cl)cc3)c(NC(=O)c3ccco3)oc12	34	1.1	-7	-5	30	1.1	2	16	-8
CSc1ccc(C(=O)C2CCCN(C(=O)CN3CCOC3=O)C2)cc1 (centres undefined)	-6	1.1	4	-4	11	0.96	9	-3	-13
O=C(Nc1cccc(Cl)c1N1CCOCC1)c1ccc(Br)o1	19	1.1	1	7	15	0.99	3	3	-5
Cc1ccc(S(=O)(=O)NC(=O)NN2CCCCCC2)cc1	-15	0.98	-15	2	9	1.1	-5	10	2
CCOc1ccc(N=C(NC#N)SCC(=O)NC2CC2)cc1	8	0.76	9	-3	5	0.91	-5	0	24
NC(=O)C1CCN(C(=O)CNC(=O)c2ccc(F)cc2)CC1	11	0.94	-6	-2	14	1.1	-15	2	6
COc1cccc(-n2c(CN3CCN(c4ccc(C)cc4)C(C)C3)nc3ccc([N+](=O)[O-])cc3c2=O)c1 (centres undefined)	-5	1.1	14	8	18	0.86	-1	15	-6
O=C(OCC(=O)N1CCCc2ccccc21)c1ccccc1OC(F)F	15	0.83	8	2	14	0.92	1	3	17
Cn1ncc(N2CCN(S(=O)(=O)c3ccc(Br)cc3)CC2)c(Cl)c1=O	34	1.1	1	12	-3	0.99	0	6	-9
CCOC(=O)C1=C(CC)Nc2ccccc2N/C1=N\S(=O)(=O)c1ccccc1F	-12	0.91	-4	0	33	1	1	-9	9
COc1cccc(NC(=O)C2CCCO2)c1 (centres undefined)	-2	1.1	-3	-114	10	1	-7	0	-6
CCOc1c(Cl)cc(/C=C/C(=O)N(CC)CC(=O)Nc2ccc(NC(C)=O)cc2)cc1OC	-6	1	7	8	14	0.93	-10	-5	0
COc1cccc(NC(=O)CN2C(=O)C(=O)N(C3CCCC3)C2=O)c1	-5	1	-2	-5	2	1	2	-10	-4
CCCCOc1cc(C(=O)NCCN(CC)CC)c2ccccc2n1	11&20	0.85&0.94	1&8	-1&13	14&12	0.99&0.93	-7&7	-7&6	15&6
CC(C)CNC(=O)CN1C(=O)NC(Cc2c[nH]c3ccccc23)C1=O (centres undefined)	-3	1	6	4	10	0.94	-5	-4	-1
Cc1ccc(-n2cc(CNC(C)c3cnn(C)c3C)c(-c3ccc(F)cc3)n2)cc1 (centres undefined)	9	1	7	-9	-6	0.93	-3	9	-2
CCS(=O)(=O)n1nc(-c2ccccc2)nc1NCc1ccco1	2	0.9	2	1	14	0.98	0	-1	10
CCN(CC)S(=O)(=O)c1ccc(C(=O)NCC2CCCCC2)cc1	12	0.87	7	13	27	0.93	0	-5	13
CCCC(=O)Nc1nc(-c2ccc3c(c2)OCCO3)cs1	37	1.3	-11	11	48	1.1	1	1	-33
O=C(O)c1ccc(N2C(=O)CCCC2=O)cc1	-9	0.99	-6	-24	9	1.1	-7	-9	1
Cc1cccc(/C(N)=N/OC(=O)COc2ccc(Cl)c(C)c2)c1	37	1	3	-2	1	0.97	-4	25	-2
O=C(COn1nnc2ccc(C(F)(F)F)cc21)Nc1c(Cl)cccc1Cl	33	1.1	-4	16	2	1	-7	3	-5
Cc1c(NS(C)(=O)=O)cccc1-c1nc2cccnc2s1	-1	0.83	8	-17	24	0.92	-9	-7	17
Cc1ccc(NC(=O)Cn2cc(C(F)(F)F)cc(Cl)c2=O)cc1Cl	-21	0.93	-4	-1	-5	1	-8	-26	7
OCCNC(=S)Nc1ccc2c(c1)OCCO2	9	1.1	1	-5	10	0.99	-7	11	-7
Cc1cc(Cl)ccc1OCCCC(=O)NNC(=O)c1ccccc1O	11	1.7	17	6	30	0.83	1	-7	-71
Cc1ccc(NC(=O)CNC(=O)c2cccc(C)c2)nc1	2	1.1	-6	8	11	1.1	-4	-7	-7
O=C(Nc1ccccc1N1CCCCC1)c1cc(S(=O)(=O)N2CCOCC2)ccc1Cl	30	1.2	2	22	7	0.98	-4	23	-16
COC(=O)c1ccc(NC(=O)c2cccc(NC(=O)c3ccco3)c2)cc1	12	1.1	9	2	9	0.91	-9	1	-10
Cc1ccc(OCc2nnc(SCC(=O)c3cccc([N+](=O)[O-])c3)n2C)cc1	16	1.1	9	11	26	0.91	3	-11	-8
COC(=O)Cn1c(=NC(=O)C(C)(C)C)sc2c(C)cc(C)cc21	15	0.89	2	10	10	0.98	4	17	11
C[C@H](NC(=O)c1ccc(C(C)(C)C)cc1)C(=O)N1CCOCC1	-7	0.89	-9	13	2	1.1	-1	9	11
Cc1ccc(-c2cc(-c3ccccc3[N+](=O)[O-])[nH]n2)c(O)c1	52*	1.5	4	3	10	0.96	61*	44*	-46
Cc1ccccc1-c1noc(-c2ccccc2C(=O)O)n1	1	1.1	-1	5	-1	1	3	-5	-8
Cc1ccc(-c2ccc(=O)n(CC(=O)N3CCN(c4cccc(C)c4)C(C)C3)n2)cc1 (centres undefined)	34	0.88	8	22	12	0.92	-37	17	12
CC[C@]12c3[nH]c4ccccc4c3CCN1C(=O)C(CC(=O)NCCC1=CCCCC1)C[C@@H]2C(=O)N1CCN(C(=O)C2CC2)CC1 (some centres undefined)	3	0.98	-8	2	6	1.1	-6	-3	2
CC(C)(C)c1cc(C(C)(C)C)n(-c2ccccc2)n1	6	0.95	8	5	4	0.92	-2	0	5
CCOn1c(=O)c[n+]([O-])c2ccccc21	8	0.97	-9	17	1	1.1	1	10	3
CCC(=O)c1ccc(OCC(=O)Nc2nc(-c3cccnc3)cs2)cc1	-12	0.86	5	-1	12	0.95	-3	-24	14
COc1ccc([N+](=O)[O-])cc1NC(=O)CCSCCc1ccccn1	9	1	-5	-8	1	1.1	13	10	-3
O=C(COc1ccccc1C(=O)NCC1CCCO1)Nc1ccc(Cl)cc1Cl (centres undefined)	26	0.97	-3	0	4	1	5	-3	3
Cc1ccc(C)c(OCC(=O)Nc2ccc(C(=O)O)cc2NC(=O)COc2cc(C)ccc2C)c1	15	0.98	12	27	-11	0.88	-2	20	2
O=C(NC1CCN(C(=O)N2c3ccccc3Sc3ccccc32)CC1)c1ccccc1F	29	1	-14	16	7	1.1	20	-7	0
CCN(C(=O)COC(=O)c1ccc2ccccc2n1)c1c(N)n(Cc2ccccc2)c(=O)[nH]c1=O	-2	1.1	-5	6	22	1	2	-4	-10
CCC(CO)Oc1cc(NC(=O)c2ccccc2N)c2ncn(C(C)C)c2c1 (centres undefined)	1	0.96	-9	18	14	1.1	-1	2	4
COc1cccc(OC)c1/C(O)=C(\C#N)c1nc2ccccc2[nH]1	26	1.1	2	-24	-5	0.98	2	29	-10
O=C(c1ccco1)N1CCN(CC(O)COc2ccc(Br)cc2)CC1 (centres undefined)	17	0.97	3	6	19	0.97	-1	-6	3
CC(C)CCNC(=O)CCCc1ccccc1	11	0.9	13	-4	18	0.87	5	1	10
COc1ccccc1-c1nnc(SCC(=O)NC2CCS(=O)(=O)C2)n1N (centres undefined)	-24	1.1	-8	6	2	1.1	-5	-12	-15
O=C(NC(=S)Nc1ccccc1N1CCOCC1)c1ccc(-c2cccc(Cl)c2)o1	31	1.1	16	16	2	0.84	-5	8	-6
CCOc1cc2c(C#N)c(N3CCNCC3)nc(N)c2c(N)n1	6	1.1	29	21	18	0.71	-2	-3	-9
O=C1N(Cc2cccnc2)C[C@@H]2C[C@@H](c3ccc(-c4ccccc4)cc3)N3CCC[C@@]123	14	1.1	11	11	35	0.89	-1	8	-7
Cc1ccc(S(=O)(=O)N(C)C)cc1-n1c(SCC(=O)Nc2ccc(F)cc2Cl)nc2ccccc2c1=O	30	0.9	-5	8	14	1.1	-21	24	10

Among those listed so far, these have a Cl atom.
SMILES	tim10-1 inh	hIAP activ	mIAP block	Apaf1 inhib	NALP3 yeast inh	mIAP act	ATG4B inh	TIM10 inh	hIAP inh
O=C(CCCOc1ccccc1)N1CCN(S(=O)(=O)c2ccc(Cl)cc2)CC1	25	0.9	2	23	12	0.98	-5	19	10
Cc1cccc2c(=O)c(-c3ccc(Cl)cc3)c(NC(=O)c3ccco3)oc12	34	1.1	-7	-5	30	1.1	2	16	-8
O=C(Nc1cccc(Cl)c1N1CCOCC1)c1ccc(Br)o1	19	1.1	1	7	15	0.99	3	3	-5
Cn1ncc(N2CCN(S(=O)(=O)c3ccc(Br)cc3)CC2)c(Cl)c1=O	34	1.1	1	12	-3	0.99	0	6	-9
CCOc1c(Cl)cc(/C=C/C(=O)N(CC)CC(=O)Nc2ccc(NC(C)=O)cc2)cc1OC	-6	1	7	8	14	0.93	-10	-5	0
Cc1cccc(/C(N)=N/OC(=O)COc2ccc(Cl)c(C)c2)c1	37	1	3	-2	1	0.97	-4	25	-2
O=C(COn1nnc2ccc(C(F)(F)F)cc21)Nc1c(Cl)cccc1Cl	33	1.1	-4	16	2	1	-7	3	-5
Cc1ccc(NC(=O)Cn2cc(C(F)(F)F)cc(Cl)c2=O)cc1Cl	-21	0.93	-4	-1	-5	1	-8	-26	7
Cc1cc(Cl)ccc1OCCCC(=O)NNC(=O)c1ccccc1O	11	1.7	17	6	30	0.83	1	-7	-71
O=C(Nc1ccccc1N1CCCCC1)c1cc(S(=O)(=O)N2CCOCC2)ccc1Cl	30	1.2	2	22	7	0.98	-4	23	-16
O=C(COc1ccccc1C(=O)NCC1CCCO1)Nc1ccc(Cl)cc1Cl (centres undefined)	26	0.97	-3	0	4	1	5	-3	3
O=C(NC(=S)Nc1ccccc1N1CCOCC1)c1ccc(-c2cccc(Cl)c2)o1	31	1.1	16	16	2	0.84	-5	8	-6
Cc1ccc(S(=O)(=O)N(C)C)cc1-n1c(SCC(=O)Nc2ccc(F)cc2Cl)nc2ccccc2c1=O	30	0.9	-5	8	14	1.1	-21	24	10
